Screens deposited in PubChem by several laboratories.
Myeloid diff MLP: induction of myeloid progenitor differentiation, primary screen, cell-based, flow cytometry, MLPCN library; actives 1% (n = 360,000); ER-HoxA9 myeloid progenitors, lysozyme-GFP differentiation; calls only at 10 µM;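 active means normalized GFP-positive differentiation at or above the plate's own cutoff, the solvent-only control mean plus 3 SD; inconclusive means no clear call, values can overlap the other calls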;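 further: cells exposed to compound for four days before flow analysis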
T cell modulator: modulators of CD8 T cell-vesicle binding, primary screen, mouse 2C CD8+ T cells, flow cytometry; 2C CD8+ T cell-vesicle binding; active compounds read low; calls only at 7 µM; actives 0.068% (n = 330,000);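 active means response, share of CD8 T cells binding vesicles, and their 90th percentile fluorescence all below set limits, cut at about 80% in these data, passing the limit was not always enough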
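Also added: QL9-peptide-loaded Drosophila micro-vesicles bearing Ld, ICAM-1 and B7-1; Test system: purified 2C TCR transgenic mouse naive CD8+ T cells; Measured by: cytometric PE anti-B7-1 and Alexa647 anti-CD8 signals after 1% paraformaldehyde fixation; Timing: binding step 1.5 h, 37 °C, antibody labelling 20 min, ice.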
Dynein transport: inhibitors of GR-EGFP nuclear translocation, primary screen, dynein cargo transport inhibitor project, imaging, high-content, 3617.4 mouse cells; test concentration mostly 20 µM; stimulated with dexamethasone, 1 µM; active compounds read low; z-score, hits read low; actives 0.47% (n = 220,000);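 active means plate z-score of nuclear minus cytoplasmic receptor signal below a set negative limit, without overly bright fluorescence or cell loss, cut at about -3.5 in these data, passing the limit was not always enough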;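 further: z-score of nuclear minus cytoplasmic ring GR-EGFP intensity difference per well; some compounds called inactive have numbers as strong as hits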
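medium = tetracycline-free induction medium containing charcoal-stripped FBS | probe or stimulus = dexamethasone, 1.0 µM final | timing = 48 h induction, then 1 h compound, then 30 min agonist, 37 °C | detection = automated 10x imaging of fixed Hoechst-stained cells | read-out basis = nuclear versus cytoplasmic GR-EGFP signal, averaged per well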
human PMI inhibition: inhibitors of human PMI, primary screen, biochemical, fluorescence intensity, coupled assay (AID 1209) | inhibition, % at 20 µM, or IC50 in µM where a hit was titrated | purified PMI enzyme, coupled fluorescence intensity; higher % means a stronger effect | Mannose-6-phosphate isomerase (Homo sapiens) | actives 0.42% (n = 190,000); in the data active means inhibition above about 50%;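 further: plate controls were DMSO vehicle for no effect and wells lacking substrate for full effect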
TNAP activators: human TNAP enzyme activators, primary screen, biochemical, luminescent, no phosphate acceptor, uHTS (AID 1001); Alkaline phosphatase, tissue-nonspecific isozyme (Homo sapiens); purified TNAP, luminescent activation assay, no phosphate acceptor; higher activation fold means a stronger effect; activation fold at 20 µM; hits with a dose series show EC50 in µM; actives 0.03% (n = 200,000); in the data active means activation fold from about 3, or a potency from the dose series; inactive means the rest, 99 in 100 with activation fold below about 1.6; further: many of its hits are not listed in these tables
bCat nuc transl: modulators of beta-catenin nuclear translocation, primary screen, imaging, HeLa cells, immunofluorescence, high-content; nuclear translocation activity, % at 5 µM; actives 0.3% (n = 190,000);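 active means nuclear translocation activity above 50% at 5 µM, with a well cell count of 50 or more; inconclusive means wells under 50 cells across six images, flagged as toxic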;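 further: per-cell ratio of nuclear to cytoplasmic median beta-catenin stain intensity; plate controls were DMSO negative control for no effect and GSK-3 inhibitor IX positive control for full effect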
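Assay system: human HeLa cells, native beta-catenin; doses: 5 µM primary, 0.02–20 µM confirmation; incubation: compound treatment 24 h, 37°C, 5% CO2; technique: fluorescence imaging of beta-catenin antibody stain plus DAPI; measure: % activation, nuclear-to-cytoplasmic median beta-catenin signal ratio per cell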
Ins promoter up: insulin promoter activators in MIN6 cells, imaging, high-content screening, mouse beta cells. MIN6 insulin promoter-GFP reporter; active compounds read high. z-score at 5 µM. actives 0.3% (n = 190,000). AID 1625, 2009;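 active means z-score above 3 at 5 µM with at least 500 cells counted in the well; inconclusive means wells under 500 cells, flagged as cytotoxic or low count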
MT stabilize HCS: microtubule stabilizers in HeLa cells, primary screen, imaging, high-content imaging; HeLa tubulin immunostaining HCS, 24 h; share of cells brighter than vehicle mean+2SD; % tubulin-high responders, % at 10 µM; actives 0.83% (n = 200,000);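 active means plate Z-score above 3 for both tubulin-high and condensed-nucleus cell shares, with cell loss under 80%, at 10 µM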;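 further: anti alpha tubulin signal scored within the nucleus-defined area of each cell; some results filed as inactive read as strong as hits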
Hep lipid drop: inhibitors of hepatocyte lipid droplet formation, primary screen, imaging, high-throughput imaging, BODIPY stain; AML12 mouse hepatocytes, oleate lipid droplets; inhibition, % at 6.5 µM; actives 0.4% (n = 240,000); AID 1656, 2009;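 active means lipid droplet intensity inhibited by at least 50%, with more than 500 cells counted; inconclusive means wells with under 300 cells, treated as cytotoxic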
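Material: mouse AML12 hepatocyte cell line, fixed after treatment; Timing: compound with oleate, overnight; Technique: high-content imaging of BODIPY-stained droplets and DAPI nuclei; Probe or stimulus: oleate, 100 µM final; Dosing: compound at 6.5 µM only.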
Dynein transport cytoplasmic EGFP: recorded beside Dynein transport, whose call it bears; z-score; measured here: cytoplasmic GR-EGFP intensity; active compounds read high
Dynein transport nuclear GR-EGFP: second read-out of Dynein transport, no call of its own (marks repeat the call); z-score; measured here: nuclear GR-EGFP intensity;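 lower value marks the stronger effect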
Dynein transport cell count: also measured in Dynein transport; calls as there; z-score; measured here: cell count per field
Ins promoter up cell count: second read-out of Ins promoter up, no call of its own (marks repeat the call); cell count; measured here: cytotoxicity, nuclei count;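 total cells summed across four imaged fields per well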
Hep lipid drop cells 6.5 µM: also measured in Hep lipid drop; calls as there; cell count; measured here: cell count, cytotoxicity flag;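 cells counted across two imaged fields per well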
bCat nuc transl cell count 5 µM: also measured in bCat nuc transl; calls as there; cell count; measured here: cell count, cytotoxicity flag
T cell modulator vesicle-bound %: further read-out of T cell modulator, marked with its call; double positive events, %; measured here: CD8+ vesicle-bound cell fraction;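 binding gate set so that unloaded-vesicle control wells show 10% double positive cells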
MT stabilize HCS Hoechst-high %: second read-out of MT stabilize HCS, no call of its own (marks repeat the call); % Hoechst-high responders; measured here: nuclear condensation Hoechst responders;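 share of cells brighter than vehicle mean plus two SD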
MT stabilize HCS cytotoxicity %: further read-out of MT stabilize HCS, marked with its call; toxicity, %; measured here: cytotoxicity by cell density;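 0% = mean cell density of plate MIN control wells and 100% = no cells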
Myeloid diff MLP GFP+ MAC1+ %: further read-out of Myeloid diff MLP, marked with its call; GFP+ MAC1+ double positive, %; measured here: differentiation confirmed by MAC1 staining
* marks the source's active call; other numbers are inactive results; i = inactive; ? = inconclusive; · = no result given.

SMILES	Myeloid diff MLP	Myeloid diff MLP GFP+ MAC1+ %	T cell modulator	T cell modulator vesicle-bound %	Dynein transport	Dynein transport cytoplasmic EGFP	Dynein transport nuclear GR-EGFP	Dynein transport cell count	human PMI inhibition	TNAP activators	bCat nuc transl	bCat nuc transl cell count 5 µM	Ins promoter up	Ins promoter up cell count	MT stabilize HCS	MT stabilize HCS Hoechst-high %	MT stabilize HCS cytotoxicity %	Hep lipid drop	Hep lipid drop cells 6.5 µM
O=C(Cn1nc(Cc2cccnc2)c2ccccc2c1=O)Nc1cc(F)ccc1F	i	0.5	i	40	-0.18	-0.24	0.77	-0.71	·	·	-1.0	1362	·	·	·	·	·	-9	634
Cc1ccc(Nc2nc(=O)[nH]nc2C)cc1	i	12	i	44	-1.3	0.033	-0.68	0.55	-1%	1.1	-3.3	1187	-0.29	861	2.7	1.7	13	2	798
CCCOc1ccc(N/C=C/C(=O)C(C)(C)C)cc1	i	0.3	i	45	-0.79	-0.37	-0.35	0.81	24%	1	-1.4	926	0.17	1561	1.9	1.6	17	-6	697
C/C(=N\NC(=O)c1nc2ccccn2c1C)c1ccco1	i	0.3	i	22	0.1	-0.27	0.29	-0.39	-1%	1.9	-1.0	1076	-0.59	1365	4.5	2.1	1.5	14	714
CC(C)(C)c1ccc(/C=C2\SC(=O)N(CCNC(=O)c3cccc(S(=O)(=O)N4CCOCC4)c3)C2=O)cc1	i	0.6	i	22	-0.4	-0.1	-0.28	-0.17	7%	1.2	-2.6	967	-0.36	1379	2.9	1.3	8.7	3	531
CCCCCCCCn1c2c(c(=N)c3ccccc31)CCC2	?	·	·	·	-1.1	0.053	-0.71	0.069	·	1	4.1	1105	?	·	5.8	5.4	12	-167	507
C[C@H](N=C1NS(=O)(=O)c2ccccc21)C(=O)OCc1cc([N+](=O)[O-])cc2c1OCOC2	i	0.2	i	5	0.29	-0.85	-0.18	0.13	·	·	-1.8	1284	-0.68	986	·	·	·	13	724
C=CCOc1cccc(/C=N/NC(=O)CN(c2cc(Cl)ccc2OC)S(=O)(=O)c2ccc(C)c([N+](=O)[O-])c2)c1	i	0.3	i	2	0.5	-0.2	0.41	-0.42	14%	1.2	-2.7	1148	-0.41	1207	1.8	1.8	4.6	-2	652
Cc1cccc(C(=O)N2CCC(Cc3ccccc3)CC2)c1[N+](=O)[O-]	i	0.1	i	32	-0.097	-0.19	0.18	-0.4	8%	1.1	-0.1	940	-0.38	1332	1.7	1.4	7.3	-9	719
CC(OC(=O)CNC(=O)C12CC3CC(CC(C3)C1)C2)C(=O)Nc1ccc(S(N)(=O)=O)cc1 (stereo not drawn)	i	0.0	i	50	-0.92	-0.23	-0.46	0.98	12%	1.1	-2.6	1034	-1.5	1594	3.5	1.3	4.0	20	693
Cc1ccc(C(=O)NNC(=O)c2cccc(S(=O)(=O)N3CCN(c4ccccc4)CC3)c2)cc1	i	0.5	i	53	-0.67	-0.3	-0.65	0.79	11%	1.8	0.9	1018	0.02	1296	2.7	1.4	9.4	25	511
CCOc1ccc(N(CC(=O)N2CC=C(c3ccccc3)CC2)S(=O)(=O)c2c(C)noc2C)cc1	?	·	i	40	0.61	-0.2	0.57	-0.75	16%	1.1	·	·	-0.13	1074	5.5	1.7	3.1	·	·
COCCn1c(Sc2nc(C)cs2)nc2c1c(=O)[nH]c(=O)n2C	i	0.4	·	·	-0.27	-0.22	0.098	-0.32	10%	1	-1.0	1167	0.25	1975	4.1	0.7	3.5	-6	672
COc1cc(NC(=O)C2CCN(S(=O)(=O)c3cccc4nonc34)CC2)cc(OC)c1	i	0.2	i	27	-0.0096	0.17	-0.13	0.19	9%	1.1	-1.8	1371	0.41	1608	1.2	1.2	3.7	·	·
Cc1cc(C)n2c(SCC(=O)NC3CCCCC3C)nnc2n1 (stereo not drawn)	i	0.5	i	37	-0.099	-0.32	0.27	0.3	6%	1	-1.0	1055	0.21	1161	5.6	1.6	7.0	15	677
CCCCCN1CSC(=S)N(Cc2ccccc2)C1	i	1.2	i	36	-1.2	-0.044	-0.35	0.58	10%	1.2	-1.6	1023	1.1	941	2.6	2.4	1.9	5	667
Cc1[nH]c2ccccc2c1Cc1n[nH]c(=S)n1C	i	0.0	i	30	0.063	-0.21	-0.036	0.073	12%	1	-3.8	503	0.04	1292	2.3	3.7	2.8	-2	743
NC(=O)c1cnn2c(-c3cccc(C(F)(F)F)c3)ccnc12	i	0.1	i	45	-0.79	-0.2	0.4	0.38	·	·	0.3	1269	-0.43	991	·	·	·	-6	689
Cc1cc(C(=O)COc2ccccc2[N+](=O)[O-])c(C)n1-c1cccc(S(=O)(=O)N2CCOCC2)c1	i	0.3	i	36	-0.66	-0.15	-0.07	-0.38	19%	1.1	-0.6	1113	-0.03	1165	3.0	5.7	1.6	-17	671
CCOC(=O)c1c(C)n(C)c2cc(Br)c(OC)cc12	i	0.6	i	29	0.82	-0.28	1	-0.22	7%	1	-3.7	1032	0.22	1482	1.6	1.3	3.2	6	735
O=C(NNC1CC(=O)N(c2ccccc2)C1=O)c1ccccc1Cl (stereo not drawn)	i	0.5	i	28	-0.68	-0.3	-0.32	0.82	·	·	-1.1	1188	-0.66	1362	·	·	·	-3	739
CCOC(=O)C1=C(c2ccccc2)NC(SC)=C(C#N)C1c1cccnc1 (stereo not drawn)	i	0.1	i	58	3.2	0.068	1.6	-2.1	1%	1	·	·	-1.2	1435	3.6	2.4	7.5	-22	708
COc1ccc(-n2c(C)nc3sc4c(c3c2=O)CCC4)cc1	i	0.3	·	·	-0.32	-0.3	0.18	0.34	12%	1	-0.4	1071	0.28	1249	2.2	2.8	3.4	-13	680
CC(C)c1cc(-c2n[nH]c(=S)n2Cc2ccccc2)cs1	i	7.3	i	47	-0.31	-0.22	-0.28	-0.2	19%	0.6	·	·	·	·	3.7	2.1	9.5	·	·
COc1ccccc1NC(=S)N/N=C1\CC(C)(C)Oc2ccc(O)cc21	i	0.4	i	37	-0.38	-0.37	0.16	0.61	21%	0.9	0.9	1044	1.1	1196	2.1	1.8	4.2	6	733
Cc1cccc(NC(=S)/N=C(\N)Nc2nc(C)c3ccccc3n2)c1	i	1.1	i	36	1.2	-0.26	0.5	-0.66	6%	1.2	3.1	485	-0.2	1105	2.5	5.1	7.7	9	601
CN1C(=O)C(Cl)(Cl)C(=O)c2ccccc21	i	1.2	·	·	-1.1	-0.23	-0.91	0.92	77%*	1	-0.5	919	0.27	1200	7.7	2.1	4.1	13	685
CCCCc1nc(N2CCOCC2)c(C#N)c2c1CCCC2	i	1.0	i	31	2.1	0.14	2.2	-2.6	3%	1.1	2.4	1114	-0.18	1149	6.1	1.7	9.2	·	·
CCCn1nnc(NC(=O)c2cc3ccccc3o2)n1	i	2.9	i	20	-0.85	-0.14	-0.44	0.0061	10%	1.1	·	·	-0.35	1230	0.9	3.4	7.3	-3	754
CCOc1ccc(N2C(=O)c3ccccc3C2O)cc1 (stereo not drawn)	i	1.2	i	19	-0.41	0.28	0.014	0.31	-9%	0.9	·	·	-0.14	949	4.0	3.8	9.2	·	·
O=C(CN1C(=O)CC(c2ccco2)Sc2ccccc21)Nc1ccc2c(c1)OCCO2 (stereo not drawn)	i	6.2	i	15	-0.25	-0.19	0.42	-0.14	20%	1.1	4.7	1188	0.64	1257	5.0	1.9	9.2	-6	744
O=C(NCc1cccs1)c1ccc(Cl)s1	i	0.6	i	8	0.33	-0.22	0.3	0.56	7%	1.1	0.3	1086	·	·	2.4	0.3	23	-5	659

Exported comma-delimited: entries from further up.
Structure,Myeloid diff MLP,Myeloid diff MLP GFP+ MAC1+ %,T cell modulator,T cell modulator vesicle-bound %,Dynein transport,Dynein transport cytoplasmic EGFP,Dynein transport nuclear GR-EGFP,Dynein transport cell count,human PMI inhibition,TNAP activators,bCat nuc transl,bCat nuc transl cell count 5 µM,Ins promoter up,Ins promoter up cell count,MT stabilize HCS,MT stabilize HCS Hoechst-high %,MT stabilize HCS cytotoxicity %,Hep lipid drop,Hep lipid drop cells 6.5 µM
COc1ccccc1NC(=S)N/N=C1\CC(C)(C)Oc2ccc(O)cc21,i,0.4,i,37,-0.38,-0.37,0.16,0.61,21%,0.9,0.9,1044,1.1,1196,2.1,1.8,4.2,6,733
CCCCCN1CSC(=S)N(Cc2ccccc2)C1,i,1.2,i,36,-1.2,-0.044,-0.35,0.58,10%,1.2,-1.6,1023,1.1,941,2.6,2.4,1.9,5,667
